Compound activity (PubChem)
All columns: NCI-60 one-dose screen, growth in % after 48 h at 10 µM unless noted; 100 = growth as untreated, 0 = no growth, -100 = all killed.
OVCAR-8: OVCAR-8 ovarian cancer. 81,000 compounds, 4.4% hits. AID 1794782
PC-3: PC-3 prostate cancer cells; AID 1794754; 80,000 compounds, 3.9% hits
IGROV1: IGROV1 ovarian cancer | 79,000 compounds, 4.7% hits
OVCAR-3: OVCAR-3 ovarian cancer; 79,000 compounds, 7% hits
OVCAR-4: OVCAR-4 ovarian cancer cells. 80,000 compounds, 3.7% hits
SK-OV-3: SK-OV-3 ovarian cancer cells | 80,000 compounds, 3.2% hits | AID 1794785
DU-145: DU-145 prostate cancer | 81,000 compounds, 4.2% hits | AID 1794760
OVCAR-5: OVCAR-5 ovarian cancer; 82,000 compounds, 2.9% hits
Numbers without * were called inactive; x = not tested or not shown; & = joins results of further samples; [ ] = remark or other dose. The calls were made as follows: active = growth percent below 10; inactive = the rest.

1. COC(=O)c1ccccc1N=NC(C#N)C(N)=O (stereo unspecified)
2. CC1=NN(c2ccc(S(=O)(=O)O)cc2)/C(=N/NC(N)=S)C1
3. CO[C@H]1CC(O[C@@H]2/C(C)=C/C[C@@H]3C[C@@H](C[C@]4(C=C[C@H](C)[C@@H](C5CCCCC5)O4)O3)OC(=O)[C@@H]3C=C(C)[C@@H](O)[C@H]4OC/C(=C\C=C\[C@@H]2C)[C@]43O)O[C@@H](C)C1O[C@H]1C[C@H](OC)[C@@H](O)[C@H](C)O1 (stereo partly specified)
4. CCOC(=O)C(=Cc1ccc(C#N)cc1)C(=O)OCC
5. CC1=NN(c2cccc(S(=O)(=O)O)c2)C(=O)C1
6. CC(=O)/C(=C/n1c(=S)[nH]c2ccccc21)C(=O)Nc1ccc([N+](=O)[O-])cc1
7. Cc1ccc(-c2nc(Nc3ccc(S(N)(=O)=O)cc3)c3ccccc3n2)cc1
8. COc1ccc(NC(=O)c2sc3nc(C)c(C(=O)CCc4cccc(OC)c4)cc3c2N)cc1
assay / entry	1	2	3	4	5	6	7	8
OVCAR-8	109.2	99.1	-25.9*	34.5	97.5&101.6	103.6	63.2	90.9
PC-3	98.3	89.1	-59.6*	33.3	94.5&102.1	92.8	39.5	79.5
IGROV1	112.9	104.0	-54.7*	32.7	100.3&122.7	96.3	66.7	75.8
OVCAR-3	113.0	98.5	-96.9*	17.0	114.9&118.2	97.6	61.9	26.1
OVCAR-4	102.5	99.5	-46.8*	53.9	98.8&111.3	104.0	61.7	76.5
SK-OV-3	103.2	105.4	-84.1*	84.9	97.4&104.3	102.2	114.3	70.5
DU-145	106.8	113.0	-98.4*	43.8	103.5&119.5	104.9	56.6	71.7
OVCAR-5	103.4	90.0	-65.3*	30.8	96.9&107.2	87.5	68.9	68.9

9. Cc1nc(N)[nH]c(=O)c1NC(=O)CBr
10. Fc1ccccc1CSc1ncnc2c1ncn2C1CCCO1 (stereo unspecified)
11. Cc1ccc(S(=O)(=O)N(CCc2ccc(Cl)cc2)S(=O)(=O)c2ccc(C)cc2)cc1
12. Cc1nc2ccccc2[nH]1
13. O=c1c2ccccc2nc(COc2ccccc2)n1NS(=O)(=O)c1ccccc1
14. O=C(/C=C/c1ccc([N+](=O)[O-])cc1)c1ccc2cccc3c2c1CC3
15. COc1ccc(C2CC(c3ccco3)=NN2c2ccc(S(N)(=O)=O)cc2)cc1 (stereo unspecified)
16. CCCCOc1nc2ccc(Cl)cc2cc1/C=C/C(=O)/C=C/c1ccc(Cl)cc1
assay / entry	9	10	11	12	13	14	15	16
OVCAR-8	100.2	84.1	x	103.4	99.0	63.3	94.4	70.2
PC-3	96.4	x	85.9	96.5	92.9	103.8	82.9	57.5
IGROV1	105.9	56.2	89.1	112.9	83.9	x	104.8	45.8
OVCAR-3	99.2	93.6	95.0	111.6	95.6	119.1	115.8	51.1
OVCAR-4	111.4	115.0	86.5	116.2	104.0	95.5	88.5	91.5
SK-OV-3	104.3	86.3	85.2	108.8	x	106.1	x	92.5
DU-145	108.3	94.9	105.3	107.9	103.7	111.2	110.0	84.7
OVCAR-5	98.9	90.2	106.0	91.2	92.8	102.7	96.1	107.0

17. C1CNCCN1
18. C/C(=N\NC(=O)CSc1nc2ccccc2c(=O)n1CCc1ccc(S(N)(=O)=O)cc1)c1ccc(Cl)cc1
19. Oc1cc(O)cc(O)c1
20. Cc1[nH]c2c3c(c(O)cc2c1CO)[C@H]1C[C@@H]2[C@@]4(C)CCC[C@@](C)(CO)[C@@H]4CC[C@@]32C=C1C(C)C
21. COc1ccc2[nH]c(O)c(N=Nc3nc(-c4cc5ccccc5oc4=O)cs3)c2c1
22. CCOc1cc(C2SCC(=O)N2n2cnnc2)ccc1O (stereo unspecified)
23. CCC(CC)C(=O)OCCCCOC(=O)C(CC)CC
24. O=C(O)c1ccccc1NC1SC(=O)N(c2ccccc2)C1=O (stereo unspecified)
assay / entry	17	18	19	20	21	22	23	24
OVCAR-8	104.9&96.2	55.3	99.0	87.6	108.6	106.2	102.7	x
PC-3	99.0&99.1	59.9	96.3	71.6	101.9	96.5	101.2	96.3
IGROV1	x	100.1	99.6	82.3	107.7	111.8	124.9	104.2
OVCAR-3	112.0&111.8	88.6	106.9	102.2	98.1	103.9	114.6	91.8
OVCAR-4	109.2&110.1	24.8	106.9	56.7	88.3	94.2	97.6	105.6
SK-OV-3	85.0&109.8	80.3	91.6	x	96.7	101.9	107.8	98.3
DU-145	102.4&111.3	69.3	102.6	104.4	92.0	106.1	112.5	105.8
OVCAR-5	98.5	101.7	101.6	91.0	111.3	113.7	95.8	99.2

25. CC1(C)c2ccccc2-c2nc3ccccc3cc2C1N1CCOCC1 (stereo unspecified)
26. CC(NC(=O)c1ccc2ccccc2n1)C(=O)O (stereo unspecified)
27. CSc1nnc(-c2cc3c([nH]c4ccccc43)c(-c3cccc(O)c3)n2)n1-c1ccccc1
28. CCOC(=O)C1=C(C)NC(C)=C(C(=O)OCc2ccccc2)C1c1cccc(C#N)c1 (stereo unspecified)
29. CCN(CC)CCNC(=O)c1cccc(N2C(=O)/C(=C/c3cccc(F)c3)SC2=S)c1
30. COC(=O)c1nnn(-c2cccc(Cl)c2)c1N
31. COc1ccc(/C=C2/CN(C(=O)c3ccc([N+](=O)[O-])cc3)C/C(=C\c3ccc(OC)cc3)C2=O)cc1
32. CCCCNC(=O)N1C(=O)CCN1C
assay / entry	25	26	27	28	29	30	31	32
OVCAR-8	103.9	102.4	47.1	48.0	99.6	89.1	100.6	92.5
PC-3	90.8	115.2	29.9	33.1	96.0	69.9	93.8	99.4
IGROV1	105.4	105.3	49.9	42.1	103.5	58.0	99.0	114.5
OVCAR-3	103.3	116.4	-0.4*	23.6	111.7	87.8	106.8	113.9
OVCAR-4	93.6	102.1	43.7	71.5	100.7	79.2	96.0	116.3
SK-OV-3	106.6	93.9	47.4	75.1	98.5	82.9	95.7	104.6
DU-145	115.4	113.1	33.9	57.2	105.1	97.7	102.7	110.2
OVCAR-5	96.6	97.6	58.7	61.3	95.6	84.2	108.0	112.9

33. COC(=O)CCCc1c[nH]c2ccccc12
34. CC(C)=CC/C=C(/C)[C@H]1CC[C@]2(C)[C@@H]1CC[C@@H]1[C@@]3(C)CC/C(=N/O)C(C)(C)[C@@H]3CC[C@]12C
35. COc1ccc(CNC(=O)c2c(C)n([O-])c3ccc(F)cc3[n+]2=O)cc1
36. CCN1CCN(C2=Nn3c(nnc3-c3cc(C(F)(F)F)cc(C(F)(F)F)c3)SC2)CC1
37. CC(C)(C)C(=O)C(O)C(C)(C)C (stereo unspecified)
38. O=S(=O)(c1ccccc1)n1c(Cl)cc2c1-c1oncc1CC2
39. O=C1NC(CCc2nc3ccccc3c(=O)[nH]2)C(=O)Nc2ccccc21 (stereo unspecified)
40. Cc1cccc2cc(C(c3nnnn3Cc3ccc4c(c3)OCO4)N3CCN(C)CC3)c(=O)[nH]c12 (stereo unspecified)
assay / entry	33	34	35	36	37	38	39	40
OVCAR-8	100.8	40.8[100 µM]	94.1	101.3	101.9	97.3	98.8	118.7
PC-3	87.9	29.4[100 µM]	87.8	79.4	98.1	99.9	93.6	109.5
IGROV1	98.8	76.2[100 µM]	x	93.8	107.6	115.9	70.5	107.3
OVCAR-3	106.1	52.4[100 µM]	99.6	115.7	106.7	117.0	123.9	112.3
OVCAR-4	104.7	x	90.0	99.6	101.8	103.1	94.0	108.7
SK-OV-3	86.6	68.8[100 µM]	101.5	97.5	87.6	100.8	101.6	114.0
DU-145	107.6	73.7[100 µM]	x	111.9	104.8	130.2	116.3	104.2
OVCAR-5	93.3	80.6[100 µM]	95.1	104.4	102.9	88.4	106.6	107.6

3 structures from above, arranged by formula weight, largest number first:
36. CCN1CCN(C2=Nn3c(nnc3-c3cc(C(F)(F)F)cc(C(F)(F)F)c3)SC2)CC1
33. COC(=O)CCCc1c[nH]c2ccccc12
37. CC(C)(C)C(=O)C(O)C(C)(C)C (stereo unspecified)
assay / entry	36	33	37
OVCAR-8	101.3	100.8	101.9
PC-3	79.4	87.9	98.1
IGROV1	93.8	98.8	107.6
OVCAR-3	115.7	106.1	106.7
OVCAR-4	99.6	104.7	101.8
SK-OV-3	97.5	86.6	87.6
DU-145	111.9	107.6	104.8
OVCAR-5	104.4	93.3	102.9

(listing goes on)
41. CCCNCCC(=O)Nc1ccc(C)c(Cl)c1
42. CCN(CC)CCCNC(=O)c1c2c(n3ccccc13)C(=O)c1ncccc1C2=O
43. O=c1nc(-c2ccccc2)c2cc(-c3ccc(C(F)(F)F)nc3)ccc2[nH]1
44. O=C(CNCCCc1ccccc1)c1ccc(O)c(O)c1
45. Cc1cc2nccnc2cc1C
46. CSC1=NCCCC1
47. COc1nccnn1
48. C=CCN1C(=O)/C(=C/C(=O)OC)S/C1=N\NC(=O)c1cc2ccc1/C=C\c1ccc(cc1)/C=C\2
assay / entry	41	42	43	44	45	46	47	48
OVCAR-8	98.2	-56.1*	105.7	85.2	107.1	106.3	111.2	88.2
PC-3	83.3	-19.8*	96.2	77.7	100.1	100.1	87.1	48.4
IGROV1	100.2	-40.3*	110.6	87.7	108.8	107.8	117.6	89.2
OVCAR-3	103.9	-39.5*	96.0	81.4	109.8	109.5	145.5	86.4
OVCAR-4	104.9	-83.4*	108.2	90.5	114.9	104.6	100.5	97.1
SK-OV-3	94.2	-41.4*	105.0	97.9	113.7	108.2	110.3	140.0
DU-145	98.9	-94.9*	103.0	91.9	113.3	117.5	96.2	105.7
OVCAR-5	100.3	-8.9*	97.6	87.2	94.3	112.4	101.2	96.1

49. Cc1nc2ncccc2nc1Nc1ccccc1
50. O=C(Nc1ccncc1)C(=O)c1cn(S(=O)(=O)c2cccc3ccccc23)c2ccccc12
51. CC(c1ccccc1)N1CSCN2C(=O)CC(=O)N=C21 (stereo unspecified)
52. Nc1ccc(O)c(-c2nn3c(CCC(=O)c4nc5ccccc5[nH]4)nnc3s2)c1
53. C1CN(CSCN2CCOCC2)CCO1
54. Oc1ccc(/C=N\Nc2ccccn2)c(O)c1
55. O=C(NCc1ccccc1)Nc1ncccc1OCc1cccc(Cl)c1
56. CC(=O)Nc1ccc(C)c(NC(C)=O)c1
assay / entry	49	50	51	52	53	54	55	56
OVCAR-8	90.8	92.4	x	95.2	98.8	26.6	97.1	100.6
PC-3	107.4	68.5	97.7	92.5	90.7	61.3	93.6	95.8
IGROV1	77.5	73.8	107.7	86.7	105.9	22.7	97.2	x
OVCAR-3	109.8	88.2	109.8	90.6	123.7	-2.4*	108.8	103.3
OVCAR-4	97.5	79.6	105.5	96.4	x	32.7	95.1	102.7
SK-OV-3	90.9	87.9	113.2	104.1	90.9	32.4	101.0	117.3
DU-145	115.0	95.1	107.5	x	109.4	11.1	102.0	112.5
OVCAR-5	93.8	102.4	110.2	109.0	97.4	61.4	86.2	98.6

57. O=C(CNc1ccc(-c2nc3ccccc3s2)cc1)Nc1ccc(F)cc1
58. COc1ccc(-c2nc3c(-c4ccccc4)c(Nc4ccccc4)nn3c(N)c2C#N)cc1
59. O=C(Nc1ccc([N+](=O)[O-])cc1)NN1CCCCCC1
60. COc1cc2ncnc(Nc3ccc(S(=O)(=O)Nc4cc(C)on4)cc3)c2cc1OCCCN1CCN(C)CC1
61. CSc1nnc2n(Cc3ccccc3)c(=O)c3c4c(sc3n12)CCCC4
62. COc1ccccc1NC(=O)Cc1nc(=O)[nH]c(=O)[nH]1
63. Cc1c(Cl)cccc1NC(=O)CN1CCOCC1
64. Cn1cc2c(c1-c1ccccc1)CCc1cnc(=O)[nH]c1-2
assay / entry	57	58	59	60	61	62	63	64
OVCAR-8	113.2	90.8	93.6	100.0	91.0	104.6	106.3	107.9
PC-3	98.5	75.8	81.5	103.4	98.1	104.5	102.0	x
IGROV1	91.1	97.0	96.0	106.2	x	101.2	110.2	x
OVCAR-3	92.2	110.1	86.5	107.1	111.6	107.8	106.5	133.9
OVCAR-4	97.7	80.7	92.8	112.2	122.7	109.1	93.9	117.2
SK-OV-3	105.8	123.5	105.7	90.5	102.2	106.4	97.1	128.0
DU-145	93.5	90.8	99.2	108.1	136.0	106.5	102.3	118.7
OVCAR-5	117.0	98.3	107.9	104.6	94.1	111.8	110.5	104.0

65. CCc1c(C(=O)N[C@@H](CO)Cc2ccc(Cl)cc2)[nH]c2ccc(Cl)cc12
66. CCN(C(=O)CN1C(=O)/C(=C/c2ccco2)SC1=S)C1CCS(=O)(=O)C1 (stereo unspecified)
67. CCCCCCn1c(-c2ccc(-c3nc(-c4ccc(Cl)cc4)no3)cc2)nc(-c2ccccc2)c1-c1ccccc1
68. Cc1cc[n+](CC(=O)c2ccc(-c3ccccc3)cc2)cc1
69. N#CC1=C(c2ccc(Br)cc2)NC(SCC(=O)c2ccc(Br)cc2)NC1=O (stereo unspecified)
70. Oc1ccc(NCc2ccccc2)cc1
71. Cc1[nH]c(C(=O)NN)c(C)c1C(=O)NN
72. CCC(/C=C\C(C)C1CCC2C3CC=C4CC(OC(C)=O)CCC4(C)C3CCC12C)C(C)C (stereo unspecified)
assay / entry	65	66	67	68	69	70	71	72
OVCAR-8	72.1	100.5	106.4	100.8	102.9	83.3	110.3	111.3
PC-3	45.8	108.8	106.2	76.0	92.4	65.4	107.5	87.7
IGROV1	81.9	110.9	102.8	103.7	114.3	111.9	113.2	103.8
OVCAR-3	62.4	102.6	116.5	92.2	101.8	103.4	109.1	109.5
OVCAR-4	59.3	94.2	108.4	100.1	101.0	78.5	105.0	94.7
SK-OV-3	60.4	100.7	106.9	96.3	110.2	100.6	110.9	105.7
DU-145	88.9	101.1	114.5	107.4	107.7	79.5	114.5	110.7
OVCAR-5	94.1	110.8	101.4	90.8	101.5	106.4	101.9	107.0
